HCMV inh: qHTS Assay for inhibitors of the human cytomegalovirus (HCMV); HFF cells, HCMV-luciferase reporter, 72 h; hits give low values; activity change, negative = inhibition, % at 57.5 µM; 4.5% of 410,000 active; AID 1259415, 2018; in the data active = activity change below about -60%; inconclusive = no clear call, values can overlap the other calls; inactive = above about -39%
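After 16 h attachment at 37C, HFF cells received test compound and HCMV-luciferase (1 PFU/cell); reporter luminescence read 72 h later, data normalized against buffer-only and known inhibitor Salinomycin.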
AmpC inh no detg: qHTS Inhibitors of AmpC Beta-Lactamase (assay without detergent) | P00811 | AmpC nitrocefin hydrolysis, absorbance 480 nm, 0.0001% Triton | Potency, µM (highest dose often 57.1 µM), for inactives: at the highest dose activity change, negative = inhibition, actives largely listed as inhibitors | 0.52% of 330,000 active | AID 485341, 2010;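 note: potency is the fitted concentration of half-maximal effect; plate controls were no compound for no effect and no enzyme for full effect; nearly all actives have a fitted effect of over 20% in size; some results filed as inactive show a strong effect at the top dose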
Target sequence (P00811 whole entry, looked up): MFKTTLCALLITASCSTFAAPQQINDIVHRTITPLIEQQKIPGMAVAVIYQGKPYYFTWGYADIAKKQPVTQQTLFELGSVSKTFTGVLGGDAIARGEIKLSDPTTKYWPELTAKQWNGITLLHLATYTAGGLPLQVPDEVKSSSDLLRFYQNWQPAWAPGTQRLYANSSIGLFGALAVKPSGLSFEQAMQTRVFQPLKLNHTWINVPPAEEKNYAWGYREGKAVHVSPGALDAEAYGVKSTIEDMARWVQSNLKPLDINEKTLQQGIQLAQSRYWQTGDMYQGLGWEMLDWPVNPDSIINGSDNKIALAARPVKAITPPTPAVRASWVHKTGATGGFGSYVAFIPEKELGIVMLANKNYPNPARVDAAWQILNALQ
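AmpC (5.3 nM in the dispensed reagent) in 20 mM phosphate pH 7.0 with 0.01% (detergent screen) or 0.0001% Triton X-100 was preincubated with compounds for 15 min at room temperature. Nitrocefin was then added from an 800 uM solution, and hydrolysis was followed at 480 nm.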
AmpC detergent: qHTS Inhibitors of AmpC Beta-Lactamase (assay with detergent); P00811; AmpC hydrolysis of nitrocefin, absorbance 480 nm, 0.01% Triton; Potency, µM (doses to about 114 µM), for the others: top-dose activity change, negative = inhibition, hits mostly inhibitors; 0.041% of 370,000 active;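 note: potency is the fitted concentration of half-maximal effect; 0% = no-compound wells and -100% = no-enzyme wells; nearly all actives have a fitted effect of over 25% in size; some results filed as inactive show a strong effect at the top dose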
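AmpC (5.3 nM in the dispensed reagent) in 20 mM phosphate pH 7.0 with 0.01% (detergent screen) or 0.0001% Triton X-100 was preincubated with compounds for 15 min at room temperature. Nitrocefin was then added from an 800 uM solution, and hydrolysis was followed at 480 nm.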
TbPYK inhibitor: qHTS of Trypanosoma Brucei Inhibitors | Potency, µM (highest dose often 76.8 µM), inactives show at the highest dose activity, negative = inhibition, actives largely listed as inhibitors | TbPYK enzyme, Kinase-Glo Plus ATP luminescence, 45 min | 0.12% of 410,000 active; note: potency is the fitted concentration of half-maximal effect; nearly all actives have a fitted effect of over 50% in size
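Activity of T. brucei pyruvate kinase was followed by Kinase-Glo Plus luminescence after the enzyme reacted 45 min at room temperature with 130 uM ADP (final) and substrate. Test compounds were added before ADP at multiple concentrations.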
AMA1-RON2 inh: qHTS for Inhibitors of AMA1-RON; Towards Development of Antimalarial Drug Lead: Primary Screen. AlphaScreen AMA1-biotinylated RON2 peptide binding. Potency, µM (series often up to 58.2 µM), for inactives: at the highest dose activity change, negative = inhibition, hits mostly inhibitors. 0.2% of 360,000 active. AID 720542, 2013. Plasmodium falciparum AMA1 (3D7) - RON2 peptide interaction;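 note: potency is the fitted concentration of half-maximal effect; 0% = vehicle wells and -100% = peptide control; nearly all actives have a fitted effect of over 45% in size; some results filed as inactive show a strong effect at the top dose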
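AMA1 (3D7) with his tag at 25 nM final met compounds first, then biotinylated RON2 peptide at 25 nM; detection used donor plus acceptor beads, 10 µg/mL apiece, read by AlphaScreen after 30 min at room temperature.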
HCV inhibitor: qHTS Assay for Inhibitors of Hepatitis C Virus (HCV); Huh7.5.1 HCVcc-Cre infection, luciferase reporter, 44 h; Potency, µM (highest dose often 41.8 µM), inactives show at the highest dose activity change, negative = inhibition, most hits filed as inhibitors; 3.4% of 340,000 active; AID 651820, 2012; note: potency is the fitted concentration of half-maximal effect
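1,000 cells/well; 4 h culture; + compound; + HCVcc-Cre (~0.5 moi); 44 h; luciferase substrate, RT 15 min; read 15 sec.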
LmPK inh: qHTS Assay for Inhibitors of Leishmania Mexicana Pyruvate Kinase (LmPK) | AID 1721, 2009 | 0.37% of 290,000 active | Potency, µM (top dose mostly 57.5 µM), for inactives: top-dose activity change, negative = inhibition, hits mostly inhibitors | purified LmPK, Kinase-Glo ATP luminescence, 1 h; note: potency is the fitted concentration of half-maximal effect
Target sequence (Q27686 whole entry, looked up): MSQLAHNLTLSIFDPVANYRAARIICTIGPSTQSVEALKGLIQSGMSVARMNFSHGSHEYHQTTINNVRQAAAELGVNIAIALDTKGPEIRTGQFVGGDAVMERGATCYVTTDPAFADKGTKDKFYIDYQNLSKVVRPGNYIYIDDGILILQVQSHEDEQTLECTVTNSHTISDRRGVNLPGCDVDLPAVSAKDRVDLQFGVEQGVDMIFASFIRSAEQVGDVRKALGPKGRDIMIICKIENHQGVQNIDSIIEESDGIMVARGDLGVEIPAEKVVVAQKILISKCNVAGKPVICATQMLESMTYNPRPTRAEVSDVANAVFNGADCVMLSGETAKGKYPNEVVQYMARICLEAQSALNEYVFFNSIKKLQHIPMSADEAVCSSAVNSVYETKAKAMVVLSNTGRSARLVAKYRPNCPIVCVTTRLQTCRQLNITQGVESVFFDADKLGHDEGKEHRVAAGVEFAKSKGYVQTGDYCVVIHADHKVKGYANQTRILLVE
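0.1 nM LmPK, 0.5 mM PEP, 0.1 mM ADP; 50 mM imidazole pH 7.2, 7 mM MgCl2, 50 mM KCl; 1 h RT. Kinase-Glo luminescence readout, normalized to no-enzyme (full inhibition) and uninhibited wells.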
Starred values were filed as active, the others as inactive; ? = inconclusive; . = not tested or not shown; [ ] = remark or other dose. Unless noted, calls come from the whole dose curve; as a rule, active = well fitted curve in the direction sought with a large enough effect; inconclusive = small, poorly fitted or top-dose-only effect, or another doubt; inactive = no such curve, though single readings can be large; an effect the other way counts as inactive or inconclusive. Unless noted, % is set by controls: 0 for no effect and ±100 for the full control effect.

SMILES | HCMV inh | AmpC inh no detg | AmpC detergent | TbPYK inhibitor | AMA1-RON2 inh | HCV inhibitor | LmPK inh
CCOC(=O)c1ccc(NC(=S)N2CCN(c3ccccn3)CC2)cc1 | 0 | -8% | -1% | 3% | 7% | -4% | 2%
CN1CCc2cccc3c2[C@@H]1Cc1ccc(O)c(O)c1-3 | . | 37% | -5% | -23% | ? | 1%[8.37 µM] | ?
CSc1nnc2n(C)c3c(c(=O)n12)C1(CCCC1)Cc1ccccc1-3 | 30 | -7% | -13% | 4% | 5% | ? | -2%
COc1cc2cc(C(c3nnnn3C3CCCCC3)N(C)C3CCCCC3)c(=O)[nH]c2cc1OC (stereo unspecified) | . | 143%[activator] | 3% | -5% | -6% | ? | 5%
N=C1/C(=C\c2ccc(Br)o2)C(=O)N=C2SC(CC(=O)N3CCOCC3)=NN12 | ? | -24% | -11% | 0% | 3% | 19% | -1%
C=C(C1=CCN(S(=O)(=O)C(C)(C)C)[C@H]1CCO)c1ccccc1 | -8 | . | . | -7% | 2% | 3% | .
Cc1nc2ccccc2c2c1C(=O)NC2=O | . | -14% | 6% | . | . | . | -3%
NCCCNC(=O)c1ccc(/C=N/O)nc1 | -16 | -22% | -1% | 5% | 79%[activator] | -1% | 7%
CCOc1ccc(Cc2c(Cl)nc(SC)nc2OC)cc1 | 27 | -20% | -1% | -8% | 41%[activator] | -6% | 1%
CN(C(=O)C1CCOC1)c1nnc(-c2cnccn2)s1 (stereo unspecified) | -13 | -15% | -1% | 7% | 0% | -7% | 0%
Cc1cc(C)n(-c2ccc(Cl)c(C(=O)OCC(N)=O)n2)n1 | 31 | -10% | -1% | 4% | 82%[activator] | 4% | -2%
CCCCOC(=O)Nc1cccc(C(C)=O)c1 | 12 | -15% | ? | 7% | -4% | -12% | -4%
COc1nc(N)nc2c1ncn2C1OC(CO)CC1O (stereo unspecified) | 12 | . | . | 1% | -12% | 6% | .
CCOc1ccc(N)c(SSc2cc(OCC)ccc2N)c1 | -98* | -10% | ? | ? | -20% | -27% | 18%
N#C/C(=C/C1=C(N2CCOCC2)C(=C/c2ccc(Cl)cc2Cl)/CC1)C(=O)Nc1ccccc1F | 0 | . | . | -3% | 0% | -17% | .
Oc1c(Cl)cc(Cl)cc1C=Nc1cc(C(F)(F)F)ccc1N1CCc2ccccc2C1 | -100* | -26% | -6% | ? | 6% | ? | 16µM*
O=C(Cc1ccccc1)NNC(=S)Nc1ccc(Cl)cc1 | -34 | -17% | -14% | -8% | 48%[activator] | 22% | 1%
CSCC[C@H](NC(=O)[C@@H]1Cc2ccccc2CN1)C(=O)Nc1ccc2c(c1)OCCO2 | -26 | -19% | ? | 1% | 41%[activator] | 4% | -6%
Nc1c(C(=O)Nc2ccc(F)cc2)sc2nc(-c3ccco3)ccc12 | -14 | ? | -2% | 3% | 28% | ? | 0%
Cc1ccc2oc(=O)c3cc(C(=O)NCCCOC(C)C)sc3c2c1 | -1 | . | 16% | -8% | . | . | .

Reprinted at random: 4 entries already listed
SMILES | HCMV inh | AmpC inh no detg | AmpC detergent | TbPYK inhibitor | AMA1-RON2 inh | HCV inhibitor | LmPK inh
CN1CCc2cccc3c2[C@@H]1Cc1ccc(O)c(O)c1-3 | . | 37% | -5% | -23% | ? | 1%[8.37 µM] | ?
N#C/C(=C/C1=C(N2CCOCC2)C(=C/c2ccc(Cl)cc2Cl)/CC1)C(=O)Nc1ccccc1F | 0 | . | . | -3% | 0% | -17% | .
COc1nc(N)nc2c1ncn2C1OC(CO)CC1O (stereo unspecified) | 12 | . | . | 1% | -12% | 6% | .
NCCCNC(=O)c1ccc(/C=N/O)nc1 | -16 | -22% | -1% | 5% | 79%[activator] | -1% | 7%

(further entries)
SMILES | HCMV inh | AmpC inh no detg | AmpC detergent | TbPYK inhibitor | AMA1-RON2 inh | HCV inhibitor | LmPK inh
COc1cc2c(C#CCCCO)c(-c3ccsc3)oc(=O)c2cc1OC | -61* | 102%[activator] | . | -6% | -4% | 3.2µM* | .
COCCCNC(=S)NNC(=O)c1ccc2c(c1)OCO2 | -23 | -12% | -7% | 3% | 0% | -1% | -4%
CCCN(C(=O)CCn1cnc2onc(-c3ccc(F)cc3)c2c1=O)c1ccccc1C | -9 | . | 23% | 1% | . | . | .
COc1ccc(OC)c(-n2c(SCC(=O)Nc3cc(C)on3)nnc2-c2c[nH]c3ccccc23)c1 | 13 | -17% | -3% | 3% | 0% | -1% | 2%
C=CCN(CC=C)C(=S)NC(=O)c1ccc(C)c(Br)c1 | ? | -31% | 4% | 0% | 9% | -30% | 2%
O=c1c2cc3c(cc2nc2sc(Nc4ccc(F)c(Cl)c4)nn12)OCO3 | 23 | . | 5% | 6% | . | . | .
O=C(Nc1ccc(Cl)cc1)C1CCCN(c2cnccn2)C1 (stereo unspecified) | -1 | 1% | 5% | 4% | -2% | 2% | -7%
Cc1cccc(N2CCN(CC(O)COc3ccc(Cl)cc3)CC2)c1 (stereo unspecified) | 24 | 45% | 8% | 2% | 0% | ? | 3%
COc1ccc(-n2c(/C=C/c3ccc4c(c3)OCO4)nc3ccccc3c2=O)cc1 | -84* | -31% | ? | -26% | -9% | ? | 1%
Cc1nnsc1SC(C)C(=O)O (stereo unspecified) | 4 | -7% | -4% | -2% | 0% | -2% | -6%
Fc1ccc(-c2nc3c(-c4ccc(F)cc4)cnn3cc2CCN2CCOCC2)cc1 | 0 | 126%[activator] | 4% | -6% | -18% | ? | 8%
COC(=O)CC1C(=O)NCCN1C(=O)c1oc2c(C)c(C)ccc2c1C (stereo unspecified) | -23 | . | . | 6% | -18% | . | .
NC(=O)C1(N2CCCCC2)CCN(C(=O)CSc2nc(C(F)(F)F)cc(=O)[nH]2)CC1 | -65* | -32% | ? | -9% | 3% | 12% | -7%
CN1C(=O)Cn2c1nc1ccccc12 | -5 | 10% | -12% | 12% | -5% | -2% | -1%
NC(=O)C1CCN(C(=O)c2cccc(S(=O)(=O)N3CCc4ccccc4C3)c2)CC1 | 62 | 26% | -1% | 1% | 9% | 8% | 6%
CCC(=O)N1CCc2cc(S(=O)(=O)NCCC(=O)NC(C)c3ccccc3)ccc21 (stereo unspecified) | -1 | . | 2% | -2% | . | . | .
COc1ccc(CNC(=O)CCCn2c(=O)c3cccn3c3ccc(F)cc32)cc1OC | -19 | . | 7% | 7% | . | . | .
COc1ccc(C2C(C#N)=C(N)Oc3cc(C)n(CCN4CCOCC4)c(=O)c32)cc1OC (stereo unspecified) | -16 | -1% | -4% | -1% | -8% | 12% | -2%
Cc1ccc(C(=O)Nc2ccccc2Oc2ccccc2)cc1[N+](=O)[O-] | 24 | -33% | -8% | 7% | -14% | ? | 3%
COc1ccc(C(=O)N2CCC(C(=O)Nc3ccc4c(c3)OCO4)CC2)cc1 | -14 | 2% | 5% | 10% | 1% | 1% | 7%

(cont.)
SMILES | HCMV inh | AmpC inh no detg | AmpC detergent | TbPYK inhibitor | AMA1-RON2 inh | HCV inhibitor | LmPK inh
Cc1cc(/C=C2\SC(=S)NC2=O)c(C)n1C | 9 | -46% | -1% | 6% | 10% | -24% | -19%
Cc1ccc2c(cnn2C(=O)CCC(=O)NC2CCCC2)c1 | 9 | -19% | -15% | -4% | 1% | 9% | 0%
Cc1cccc(OCC(=O)NCCNC(=O)c2cccnc2)c1 | -67* | -12% | 1% | -10% | -7% | 10% | -3%
COCc1[nH]nc2c1C(c1cc(OC)c(O)c(OC)c1)C(C#N)=C(N)O2 (stereo unspecified) | 18 | 4% | ? | -9% | 20% | 6% | 4%
COc1ccc(-c2c(C#N)c(SCC(=O)Nc3ccc(C)cc3)nc(C)c2C(=O)Nc2ccccc2)cc1 | -1 | . | 14% | 1% | . | . | .
CC1CCCC(NS(=O)(=O)c2ccc3c(c2)OCCO3)C1C (stereo unspecified) | -29 | -22% | -8% | -3% | 9% | -7% | 0%
CC[C@]12c3[nH]c4ccc(OC)cc4c3CCN1C(=O)C(CC(=O)NCc1ccco1)C[C@@H]2C(=O)N1CCN(C(=O)C2CC2)CC1 (stereo partly specified) | 25 | 68%[activator] | . | -4% | 1% | 37%[activator] | .
COc1ccc(NC(=O)CCNC(=O)Cn2ccc3ccccc3c2=O)cc1Cl | 4 | -11% | ? | -7% | 9% | -6% | 2%
C=CCC(=O)N1CCC(n2nccc2NC(=O)CCOc2ccccc2)CC1 | 42 | 1% | 3% | 6% | -13% | 3% | -5%
O=C(Cc1ccsc1)NNC(=O)c1ccccc1Cl | 21 | -31% | ? | 2% | 62%[activator] | -2% | .
COc1cc(CC(=O)Nc2cc(S(C)(=O)=O)ccc2Cl)cc(OC)c1OC | 10 | -7%[11.4 µM] | -9% | 2% | 60%[activator] | 14% | 5%
Cc1cc(-c2ccccc2)n(-c2ccc(C(=O)N3CCN(c4ncccn4)CC3)cc2)n1 | 12 | 156%[activator] | 0% | -9% | -2% | 1% | 2%
COc1ccc(CCN(C)C(=O)CSc2nc3ncc(Cl)cc3[nH]2)cc1OC | 40 | -43% | 2% | -9% | 2% | 20% | 4%
CN(Cc1ccccc1)CC(O)COc1ccc(CNCCCOc2cccnc2)cc1 (stereo unspecified) | ? | 2% | 10% | 15% | 17% | ? | 0%
COC(=O)c1c(NC(=O)CN2C(=O)C(=O)N(CC(C)C)C2=O)sc2c1CCCCC2 | -13 | -15% | 1% | -3% | -2% | -5% | 5%
Cc1ccc(Cl)cc1N1CCN(C(=O)c2cc3c(-c4ccccc4F)nn(C)c3s2)CC1 | 14 | . | 5% | 1% | . | . | .
COc1ccc(Br)cc1/C=N/Nc1cccc(C(=O)O)c1 | 79 | -26% | -2% | 4% | 0% | 18% | 6%
COc1cc(-c2noc(-c3ccc(NCC4CCCO4)c([N+](=O)[O-])c3)n2)cc(OC)c1OC (stereo unspecified) | -3 | . | 3% | 4% | . | . | .
O=C(Cc1cccs1)N1CCN(S(=O)(=O)c2ccccc2)CC1 | 6 | -8% | -10% | 2% | -6% | 3% | -1%
NS(=O)(=O)c1ccc(CNC(=O)CCCSc2ccccc2)cc1 | 1 | ? | -2% | 0% | 7% | 33%[activator] | -1%

Bioassay records (PubChem)
